Assay outcomes from PubChem.
KCNK3 block: human KCNK3 channel inhibition, primary screen; CHO-KCNK3 thallium flux, FluxOR fluorescence; hits give low values; B-score at 10 µM; 340,000 compounds, 0.84% hits; AID 602410;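 active means B-score under library mean minus 4 SD, starting fluorescence ratio at most library mean plus 5 SD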;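 further: more negative B-score means stronger inhibition of thallium flux through KCNK3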
Target sequence (O14649 whole entry, looked up): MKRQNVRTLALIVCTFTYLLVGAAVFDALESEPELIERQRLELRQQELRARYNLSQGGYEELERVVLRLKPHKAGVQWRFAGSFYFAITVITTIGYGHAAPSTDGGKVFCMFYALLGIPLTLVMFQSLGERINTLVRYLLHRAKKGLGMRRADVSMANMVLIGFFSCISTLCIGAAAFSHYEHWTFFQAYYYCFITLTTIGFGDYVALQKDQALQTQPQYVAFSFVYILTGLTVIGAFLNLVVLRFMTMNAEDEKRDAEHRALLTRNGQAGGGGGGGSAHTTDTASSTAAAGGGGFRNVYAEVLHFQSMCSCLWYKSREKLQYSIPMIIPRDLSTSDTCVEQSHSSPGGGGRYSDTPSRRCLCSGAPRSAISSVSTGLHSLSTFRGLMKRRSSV
DYRK1A inh: inhibitors of rat Dyrk1A kinase; inhibition, % at 12.5 µM; ADP-Glo luminescence, NFATc1 peptide; AID 504441; 310,000 compounds, 0.43% hits; Q63470; in the data active means inhibition above about 50%;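 further: plate controls were vehicle with enzyme for no effect and no enzyme for full effect; many of its hits are not listed in these tables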
An asterisk follows results filed as active; i = inactive.

SMILES	KCNK3 block	DYRK1A inh
CCCCCCN(C(=O)CCCCCN1C(=O)NC(c2ccc([N+](=O)[O-])cc2)C(C(=O)OCc2ccccc2)=C1C)C(C(=O)NCCCC)C1CCCCC1 (stereo not given)	i	1
CC(C)N1C/C(=C/c2cccnc2)C(=O)/C(=C/c2cccnc2)C1	i	6
Cc1ncc(COCc2ccccc2)c(CO)c1OCc1ccccc1	i	-3
c1ccc2c(c1)CCN(C1=Nc3cccc4cccc1c34)C2	i	17
O=C(COC(=O)c1ccc2c(c1)OCCO2)Nc1ccc(F)cc1	i	13
OC1(c2cccc(C(F)(F)F)c2)CCN(c2ncnc3c2[nH]c2ccc(F)cc23)CC1	-12*	0
Cc1ccc(NS(=O)(=O)c2ccc(C)c(C(=O)Nc3ccc(S(=O)(=O)Nc4onc(C)c4C)cc3)c2)cc1	i	-1
Cn1c(-c2ccccc2)cc(=O)n1-c1ccccc1	i	-6
O=C(CSc1nc2[nH]c(=O)cc(O)c2s1)NCCc1ccccc1	i	14
N#CC1=C(N)N(c2ccc(F)cc2)C2=C(C1c1ccc(O)cc1)S(=O)(=O)CC2 (stereo not given)	i	-5
Cc1cc(=O)n(C(C)Cc2ccccc2)n1C(C)Cc1ccccc1 (stereo not given)	i	4
COc1ccc(S(=O)(=O)N(CCCN2CCCC2=O)Cc2cc3c(C)cc(C)cc3[nH]c2=O)cc1	i	6
Cc1ccc([C@H]2C(C(=O)O)=CC[C@@H](c3ccc(Cl)c(Cl)c3)N2S(=O)(=O)c2ccc(C)cc2)cc1	i	-13
CN(c1ccccc1)c1ccc(/C=C(/CCC(=O)O)c2nc3ccccc3s2)cc1[N+](=O)[O-]	i	0
CCc1cccc(CC)c1NC(=O)CSc1nnc(C2CC2)n1N	i	-14
CCCn1c(N)c(C(=O)CN(C)CC(=O)Nc2ccc(C)cc2)c(=O)[nH]c1=O	i	-2
O=C(Nc1ccccc1N1CCOCC1)c1ccncc1	i	0
CCN(C(=O)CSc1nc(C2CC2)n(-c2ccccc2)n1)C1CCS(=O)(=O)C1 (stereo not given)	i	-15
CN(C(=O)OC(C)(C)C)[C@H](Cc1ccccc1)C(=O)N[C@H]1CCCCNC1=O	i	1
Cc1ccc(NC(=O)c2ccco2)nc1	i	-1
Cc1ccc(S(=O)(=O)N2CCC[C@H]2C(=O)NC2CCCCC2)cc1	i	-3
O=C(COC(=O)CCc1c[nH]c2ccccc12)Nc1ccccc1	i	1
O=C1CN(Cc2ccccc2)CC(=O)N1	i	4
C=CCN1CCOc2ccc(C)cc2S1(=O)=O	i	1
O=C1NC(=O)C(c2ccc(Cl)cc2Cl)N1 (stereo not given)	i	-7
CN1CCN(S(=O)(=O)c2ccc(C(F)(F)F)cc2)C(c2ccccc2)C1 (stereo not given)	i	-1
Cc1noc(C)c1S(=O)(=O)Nc1ccc2c(c1)C(=O)N([C@H](C)CO)C[C@H](C)[C@@H](CN(C)C(=O)NC(C)C)O2	i	-1
O=[N+]([O-])/C(Cl)=C(/NCCO)C(Cl)=C(Cl)Cl	i	2
COc1ccc(CCN(C)S(=O)(=O)c2cn(C)c(=O)n(C)c2=O)cc1OC	i	-2
Cc1cc(C)c(S(=O)(=O)N2CCN(C(=O)C3CC3)CC2)c(C)c1	i	7

Individual results from above.
O=C(COC(=O)CCc1c[nH]c2ccccc12)Nc1ccccc1 | DYRK1A inh = 1
Cc1noc(C)c1S(=O)(=O)Nc1ccc2c(c1)C(=O)N([C@H](C)CO)C[C@H](C)[C@@H](CN(C)C(=O)NC(C)C)O2 | DYRK1A inh = -1

Additional records follow.
SMILES	KCNK3 block	DYRK1A inh
NC(=O)C1(Nc2ccccc2Cl)CCCC1	i	-1
O=C(c1cc2cc(Cl)ccc2o1)N1CCCCCC1	i	-7
O=C1CCSc2c1ccc1ccccc21	i	0
CO[C@H]1CC[C@@]2(C)[C@@H](CC[C@@H]3[C@@H]2CC[C@@]2(C)[C@H]3C[C@H](C(=O)N[C@@H](CCCN=C(N)N)C(=O)NCC(=O)N[C@@H](CC(=O)O)C(N)=O)O[C@]23CCCO3)C1	i	-1
CC(CC(=O)Nc1ccc(Cl)c(S(=O)(=O)N2CCOCC2)c1)c1ccccc1 (stereo not given)	i	-5
CCCOc1ccc(C(=O)Nc2cc(S(=O)(=O)N3CCOCC3)ccc2N2CCN(CC)CC2)cc1OC	i	2
COc1ccc(C(=O)NCc2ccc(F)cc2)cc1S(=O)(=O)N1CCCC1	i	-2
CC(C)N1CCN(c2ccc(OCC3COC(Cn4cncn4)(c4ccc(Cl)cc4Cl)O3)cc2)CC1 (stereo not given)	i	6
CCn1cnc2cc(NC(=O)COc3ccc(C)cc3)ccc21	i	2
COc1ccc(CNC(=O)c2ccc(S(=O)(=O)N3CCOCC3)cc2)cc1	i	-5
COc1ccc(C(=O)OCc2c(F)cccc2Cl)cc1S(=O)(=O)N1CCOCC1	i	-2
CCc1ccc(C(=O)COC(=O)CNC(=O)C2CCCCC2)cc1	i	-4
CCOc1ccc(N(C)S(=O)(=O)c2ccc(C)c(C(=O)NCc3ccccc3OC)c2)cc1	i	-6
CC(SC(C)C(=O)NN=Cc1cccc(F)c1)C(=O)NN=Cc1cccc(F)c1 (stereo not given)	i	-3
CCCCNc1c(-c2ccc(SC3CCCCC3)cc2)nc2cnccn12	i	0
COc1cc2cnc(-c3ccccc3)c(C(=O)c3ccc(OCc4ccccc4)cc3)c2cc1OC	i	-1
C=C1c2ccccc2O[C@H](C(=O)OCC)[C@@H]1C1CCCCC1	i	-2
COc1ccc(S(=O)(=O)N2CCOCC2)cc1NC(=O)Cc1coc2cc(C)ccc12	i	1
Cc1c(C(=O)N2CCN(C(=O)c3ccccc3)CC2)oc2ccc(F)cc12	i	5
Cc1ccc(C)c2[nH]c(=O)c(C(c3nnnn3C(C)(C)C)N3CC=C(c4ccc(F)cc4)CC3)cc12 (stereo not given)	i	2
COc1ccc(S(=O)(=O)N(C)CC(=O)NCCCN2CCOCC2)cc1C	i	6
O=C(O)c1cc(N2C(=O)C=CC2=O)cc(N2C(=O)C=CC2=O)c1	i	-1
Nc1nc(Cl)c2ncn(C3OC(CO)C(O)C3O)c2n1 (stereo not given)	i	28
COc1ccc(-c2ccc3c(c2)[C@@H]2C[C@H](N(C)C(=O)C(C)(C)C)[C@H]([C@H](C)O)C(=O)N2CC3)cc1	i	8
CCC1(O)C(=O)OCc2c1cc1n(c2=O)Cc2cc3c(N)cccc3nc2-1 (stereo not given)	i	-2
COC(=O)C1C2CCCCC1C(=O)O2 (stereo not given)	i	2
CCOC(=O)c1[nH]c(C)c(/C(O)=C2\C(=O)C(=O)N(CCCN3CCOCC3)C2c2cccnc2)c1C (stereo not given)	i	7
CC(C)C(=O)N[C@@H]1c2ccccc2CC[C@@H]1O	i	-2
C=CCN(c1ccccc1OC)S(=O)(=O)c1cccc(C(=O)OC2CCOC2=O)c1 (stereo not given)	i	6
CCN(CC(=O)Nc1c(F)cccc1F)C(=O)CCNC(=O)c1ccco1	i	-1
COC(=O)c1[nH]c2ccc(F)cc2c1NC(=O)CCN1CCN(Cc2ccc3c(c2)OCO3)CC1	i	-3
CCCCCC1=C(C(=O)OC)C(C(=O)OCC)N(S(=O)(=O)C(F)(F)F)c2ccccc21 (stereo not given)	i	1
Cc1cc2nc(-c3ccccc3O)[nH]c2cc1C	i	-5
COc1ccccc1CNc1nc(-c2cc(C)n(C)c2C)cs1	i	-11
C[C@]12c3[nH]c4cc(-c5ccco5)ccc4c3CCN1C(=O)[C@@H](CC(=O)NCc1cccc(C(F)(F)F)c1)C[C@@H]2C(=O)N1CCOCC1	i	42
Cc1ccc(S(=O)(=O)NCC(=O)OCC(=O)c2ccc(S(=O)(=O)N3CCCCC3)cc2)cc1C	i	6
COc1cc(NC(C)CCCNC(C)C)c2ncccc2c1OC (stereo not given)	i	12
COC1C=CC=C(C)C(=O)NC2=CC(=O)C(N)=C(CC(C)CC(OC)C(O)C(C)C=C(C)C1OC(N)=O)C2=O (stereo not given)	i	0
CCCC(O)(c1ccccc1)C(c1ccccc1)c1ccccn1 (stereo not given)	i	4
Cc1ccc(S(=O)(=O)N2CCOCC2)cc1C(=O)N1CCN(c2ncccn2)CC1	i	2
COC(=O)C1(C)COP(=O)(NC23CC4CC(CC(C4)C2)C3)OC1 (stereo not given)	i	-1
O=C1CCN(Cc2ccccc2)C(=S)N1	i	1
COc1ccc(CNC(=O)CCNC(=O)c2ccc(C(C)(C)C)cc2)cc1OC	i	-3
CC1=NN(C(=O)c2ccncc2)C(=O)C1N=Nc1ccc2ccccc2c1 (stereo not given)	i	2
O=C(Nc1cccc(Cl)c1)c1ccc2c(c1)SC1=NS(=O)(=O)CCN12	i	0
CCOc1nc(NC(=O)NS(=O)(=O)Oc2cccc(Cl)c2)nc(-c2ccccc2)n1	i	-5
CN(C)c1cc2c3ccccc3n(C)c2cc1N	i	20
CC(C)C[C@@H](CN)NC(=O)c1nc[nH]c1C(=O)N[C@@H](Cc1ccccc1)C(=O)CNC[C@H](C)NC(=O)c1nc[nH]c1C(=O)N[C@@H](CC(C)C)C(=O)O	i	-2
CC12CCC3c4ccc(O)cc4CCC3C1CC(=NO)C2O (stereo not given)	i	15
CN1/C(=C/c2cc[n+](C)c3ccccc23)C=Cc2ccccc21	i	9
O=C(COC(=O)/C=C/c1ccccc1[N+](=O)[O-])NC(=O)NC1CCCC1	i	5
CCN1C/C(=C\c2cccc([N+](=O)[O-])c2)C(=O)/C(=C/c2cccc([N+](=O)[O-])c2)C1	i	-7
O=C(Nc1cccc(S(=O)(=O)NC2=NCCCCC2)c1)c1ccc(Cl)cc1	i	-1
O=C1C2CCCCN2C(=O)N1CCN1CCN(c2ccc(F)cc2)CC1 (stereo not given)	i	-6
O=C(COC(=O)/C=C/c1ccc(C(F)(F)F)cc1)Nc1ccc2[nH]c(=O)[nH]c2c1	i	10
CCCNC(=O)CNC(=O)c1ccc(C#N)cc1	i	3
O=C(Cc1ccccc1[N+](=O)[O-])NCC(=O)c1ccc2c(c1)OCO2	i	-1
CCN(C(=O)CN1CCCc2cc(C)ccc21)c1c(N)n(Cc2ccccc2)c(=O)[nH]c1=O	i	5
O=C(C1CCN(S(=O)(=O)N2CCOCC2)CC1)N1CCN(Cc2ccc3c(c2)OCO3)CC1	i	6
CC(=O)C(C(c1ccccc1)N1CCCc2ccccc21)N1CCOCC1 (stereo not given)	i	2
Further entries.
SMILES	KCNK3 block	DYRK1A inh
CCCCN(C(=O)Cc1ccc(S(=O)(=O)N2CCOCC2)s1)c1c(N)n(CC(C)C)c(=O)[nH]c1=O	i	5
N#Cc1ccccc1NC(=O)COC(=O)/C=C/c1cn(-c2ccccc2)nc1-c1ccc(Cl)cc1	i	-2
CCCCNC(=O)CSc1nc2ccc(N3CCOCC3)cc2c(=O)n1Cc1ccc(OC)cc1	i	-13
O=Nc1c(O)ccc2cc(S(=O)(=O)O)ccc12	i	19
CC(C)Cn1cnc2c(SCc3ccccn3)nc(N)nc21	i	0
O=C(Cn1cc(COc2ccc(Br)cc2[N+](=O)[O-])nn1)c1ccc(O)cc1	i	17
Cc1ccnc(NC(=O)c2cccc(NS(=O)(=O)c3ccccc3C)c2)c1	i	11
O=C(COC(=O)Cc1cccc(C(F)(F)F)c1)NCc1ccco1	i	-1
COCCn1c(=O)[nH]c2cc(C(=O)N3CCN(Cc4ccc5c(c4)OCO5)CC3)ccc2c1=O	i	-6
Cn1c(C(=O)NCCCN2CCCCCC2)cc2c(=O)n(C)c3ccccc3c21	i	10
Cc1ccc(C(=O)Nc2nc(-c3ccco3)c(-c3ccco3)s2)o1	-11*	6
CCCCCCCCCCCCCCCCn1cc[n+](CC(C)=O)c1	i	2
O=C(NCC1COc2ccccc2O1)c1cc(S(=O)(=O)N2CCOCC2)c(Cl)cc1Cl (stereo not given)	i	2
CC(O)(Cc1ccccn1)Cc1ccccn1	i	1
COc1ccc(Cl)cc1NS(=O)(=O)c1cccc(C(=O)NC2CCN(Cc3ccccc3)CC2)c1	i	8

Molecules above with a COOH group:
SMILES	KCNK3 block	DYRK1A inh
Cc1ccc([C@H]2C(C(=O)O)=CC[C@@H](c3ccc(Cl)c(Cl)c3)N2S(=O)(=O)c2ccc(C)cc2)cc1	i	-13
CN(c1ccccc1)c1ccc(/C=C(/CCC(=O)O)c2nc3ccccc3s2)cc1[N+](=O)[O-]	i	0
CO[C@H]1CC[C@@]2(C)[C@@H](CC[C@@H]3[C@@H]2CC[C@@]2(C)[C@H]3C[C@H](C(=O)N[C@@H](CCCN=C(N)N)C(=O)NCC(=O)N[C@@H](CC(=O)O)C(N)=O)O[C@]23CCCO3)C1	i	-1
O=C(O)c1cc(N2C(=O)C=CC2=O)cc(N2C(=O)C=CC2=O)c1	i	-1
CC(C)C[C@@H](CN)NC(=O)c1nc[nH]c1C(=O)N[C@@H](Cc1ccccc1)C(=O)CNC[C@H](C)NC(=O)c1nc[nH]c1C(=O)N[C@@H](CC(C)C)C(=O)O	i	-2

(list continues)
SMILES	KCNK3 block	DYRK1A inh
O=[N+]([O-])c1ccc(Cl)cc1C=NNc1ccccn1	i	-2
CCN(C(=O)CSc1nnc(COc2ccccc2F)n1N)c1c(N)n(Cc2ccccc2)c(=O)[nH]c1=O	i	14
CC(C)CNS(=O)(=O)c1ccc(Br)cc1N1CCC[C@@H]1CO	i	3
O=C1[C@@H](Oc2ccccc2)[C@@H](c2cnc3ccccc3c2)N1c1ccccc1	i	-1
COc1ccc(CN(CC(O)COCc2ccccc2)S(=O)(=O)c2ccccc2Br)cc1OC (stereo not given)	i	0
CCOC(=O)c1c(C)[nH]c(C(=O)COC(=O)c2c(CC)noc2C)c1C	i	-2
CCC(/C=C1\Oc2ccc(OC)cc2N1C)=C\c1sc2ccccc2[n+]1CCCS(=O)(=O)[O-]	i	2
CC(=O)OC1CCC2(C)C(CCC3C2CC(=O)C2(C)C3CC(C3CCCC3=O)C2C(C)=O)C1 (stereo not given)	i	-3
Cc1ccccc1CNC(=O)c1ccccc1SCC(=O)NCc1ccco1	i	-10
COc1ccccc1CCNC(=O)c1cccc(NC(=O)CC2SC(N3CCCCC3)=NC2=O)c1 (stereo not given)	i	-2

This is a subset; the hit share may differ from the screen's.
